Screens (PubChem)
CCHF vOTU inh = blocks the CCHF virus ovarian tumor domain protease. CCHFV vOTU protease, Pep-AMC fluorescence. inhibition, % at 11.5 µM. 370,000 tested, 0.55% active; in the data active = inhibition above about 30%; note: 0% = vehicle wells with enzyme and 100% = no enzyme wells
SARS 3CLpro inh = SARS-CoV 3CLpro protease inhibition; recombinant SARS-CoV 3CLpro, quenched FRET peptide cleavage; inhibition, % at 6 µM; P0C6X7; 290,000 tested, 0.14% active; in the data active = inhibition above about 12%
DUSP3 inh = DUSP3 (human) phosphatase inhibition. P51452. 290,000 tested, 0.52% active. inhibition, % at 13.3 µM. recombinant VHR phosphatase, pNPP absorbance; in the data active = inhibition above about 50%; note: some compounds called inactive have numbers as strong as hits
Target sequence (P51452 whole entry, looked up): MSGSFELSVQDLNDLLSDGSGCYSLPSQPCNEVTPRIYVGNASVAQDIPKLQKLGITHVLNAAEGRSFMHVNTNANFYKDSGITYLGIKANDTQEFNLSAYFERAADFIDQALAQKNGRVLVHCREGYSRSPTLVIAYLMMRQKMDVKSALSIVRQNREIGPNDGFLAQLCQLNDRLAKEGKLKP
PfHsp40 yeast = restores yeast growth despite PfHsp40 toxicity; S. cerevisiae expressing PfHsp40, growth rescue, ATP luminescence; growth rescue, % at 12.5 µM; 340,000 tested, 0.68% active; AID 504582; in the data active = growth rescue above about 28%, passing the limit was not always enough; inconclusive = no clear call, values can overlap the other calls;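 note: yeast W303a lacking pdr1 and pdr3 grown in galactose medium; growth measured after three days at 30 °C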
Anthrax LF inh2 = anthrax lethal factor protease inhibition; P15917; multiplex microsphere protease cleavage assay, LF; inhibition, % at 10 µM; 360,000 tested, 0.12% active; AID 588501; note: plate controls were buffer without enzyme for full effect and enzyme alone for no effect
Target sequence (P15917 whole entry, looked up): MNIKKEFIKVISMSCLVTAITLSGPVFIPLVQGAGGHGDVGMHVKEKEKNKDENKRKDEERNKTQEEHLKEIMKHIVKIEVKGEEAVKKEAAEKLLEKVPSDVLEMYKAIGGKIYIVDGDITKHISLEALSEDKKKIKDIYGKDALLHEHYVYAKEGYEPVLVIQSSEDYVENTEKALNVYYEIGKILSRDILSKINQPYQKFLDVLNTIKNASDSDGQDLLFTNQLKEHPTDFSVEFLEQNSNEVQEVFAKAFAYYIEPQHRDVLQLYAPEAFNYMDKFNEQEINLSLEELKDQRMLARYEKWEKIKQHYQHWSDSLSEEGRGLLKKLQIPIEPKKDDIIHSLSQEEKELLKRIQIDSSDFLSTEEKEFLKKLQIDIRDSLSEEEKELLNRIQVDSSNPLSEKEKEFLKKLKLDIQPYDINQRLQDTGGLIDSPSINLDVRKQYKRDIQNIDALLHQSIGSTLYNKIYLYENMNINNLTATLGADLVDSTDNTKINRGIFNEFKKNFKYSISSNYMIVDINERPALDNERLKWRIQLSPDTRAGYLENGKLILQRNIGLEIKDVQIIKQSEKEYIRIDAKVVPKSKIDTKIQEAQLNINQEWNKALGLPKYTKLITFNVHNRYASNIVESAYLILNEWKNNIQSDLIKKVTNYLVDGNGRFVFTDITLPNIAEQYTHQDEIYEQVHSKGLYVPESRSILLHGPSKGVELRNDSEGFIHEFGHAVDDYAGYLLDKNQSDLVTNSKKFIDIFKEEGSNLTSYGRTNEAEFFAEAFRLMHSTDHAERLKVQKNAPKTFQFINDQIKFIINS
SSB-PriA inh = inhibitors of Klebsiella pneumoniae PriA binding to SSB C-terminal tail | 430,000 tested, 0.6% active | inhibition, % at 33 µM | AID 1272365 | AlphaScreen SSBct-PriA binding, biotinylated peptide; in the data active = inhibition mostly above about 37%, no sharp cut-off; inactive = mostly below about 20%;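 note: plate controls were negative control peptide for no effect and reference peptide for full effect; strong numbers were not always called active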
Yp Topo-I inh = Y. pestis Topo-I inhibition via cleavage products. Y. pestis Topo-I cleavage product accumulation, plate reader. activity, % at 10 µM. 360,000 tested, 0.064% active; in the data active = activity above about 50%, passing the limit was not always enough; inconclusive = no clear call, values can overlap the other calls; note: inactives centre near 2
Vc quorum ag = induces V. cholerae light production without autoinducers; activation, % at 18.7 µM; V. cholerae BH1578 lux reporter, luminescence, 6 h; 350,000 tested, 0.16% active; in the data active = activation mostly above about 9.7%, no sharp cut-off; inconclusive = no clear call, values can overlap the other calls; inactive = mostly below about 3.7%; note: not every result past the cut was called active; inactives centre near 0; reference of the scale not given here
BoNT-A LC inh2 = inhibitors of Botulinum neurotoxin A light chain protease. multiplex microsphere protease substrate cleavage, flow cytometry. inhibition, % at 10 µM. 360,000 tested, 0.17% active. AID 588499; note: plate controls were buffer without enzyme for full effect and enzyme alone for no effect
TcdB inh = TcdB glycohydrolase inhibition; TcdB glycohydrolase enzymatic assay, plate reader; 350,000 tested, 0.24% active; P18177; inhibition, % at 9.99 µM; in the data active = inhibition above about 10%
An asterisk follows results filed as active; i = inactive; u = inconclusive; x = no result given; & = joins results of further samples. Cut-off read from the data, not from the text of the source, unless noted: active = inhibition above about 30%; inconclusive = no clear call, values can overlap the other calls; inactive = below that.

SMILES	CCHF vOTU inh	SARS 3CLpro inh	DUSP3 inh	PfHsp40 yeast	Anthrax LF inh2	SSB-PriA inh	Yp Topo-I inh	Vc quorum ag	BoNT-A LC inh2	TcdB inh
CC1C(c2cccs2)=[N+]([O-])C(C)(C(=O)c2ccc(F)cc2)N1O (stereo unspecified)	0.4	-0.2	x	-0.1	0.4	-2.7	2.4	i	-0.6	1.9
Cc1nc(-c2ccncc2)nc(NCCNc2ncccc2C(F)(F)F)c1Cl	10.2	-5.3	19.4	1.0	-5.1	-6.0	2.9	2.0	-0.2	1.1
Cc1ccc2c(c1)c1c(n2C)C(C(N)=O)CCC1 (stereo unspecified)	-7.5	-0.6	-7.7	1.1	-3.4	-15.1	-4.4	-14.3	-0.2	x
O=C1CCCCC1c1cccc2ccccc12 (stereo unspecified)	-15.6	3.5	2.1	0.4	-8.1	-11.5	6.7	-1.4	-1.0	x
O=c1[nH]c2ccc(S(=O)(=O)NCCO)cc2[nH]1	-3.5	6.1	14.7	-0.5	-4.3	-4.0&-4.5	1.9	-1.4	-1.3	1.8
CC[C@@]1(C(=O)OC)N[C@H](CN(C)C(=O)C2CCCCC2)[C@@H]2C(=O)N(Cc3ccccc3)C(=O)[C@@H]21	-4.0	x	x	-0.2	0.9	-7.2	14.6	1.0	-0.5	-1.0
O=C(COC(=O)c1cncc(Br)c1)NCCC1=CCCCC1	-0.2	-0.9	6.5	-0.7	8.1	-0.5	3.3	-6.7	7.5	x
Cc1ccc(S(=O)(=O)C(C#N)c2nc3ccccc3nc2OC(C)C)cc1 (stereo unspecified)	-16.6	-4.0	5.6	0.8	-2.4	-6.4	-7.2	i	0.2	x
O=C1C(CCc2ccccc2)ON=C(c2cnccn2)N1Cc1ccc(F)cc1 (stereo unspecified)	2.3	x	x	x	-6.8	x	26.5	i	-0.2	0.0
CCOCCn1c(N2CCCC2)nc2c1c(=O)n(C)c(=O)n2C	14.6	-0.5	10.8	0.0	-4.3	1.8	5.7	-0.7	-7.3	-0.6
Cc1ccnc(NC(=O)Nc2ccc3c(c2)N(C)C(=O)CS3)c1	5.7	5.6	31.5	0.6	-1.4	-4.4	3.8	-0.7	0.9	x
Cc1cc(C)c(C#N)c(SCc2ccccc2)n1	17.7	0.4	8.8	0.5	-11.3	-40.0	-0.6	-0.2	0.2	x
CC(OC(=O)CCN=C1NS(=O)(=O)c2ccccc21)C(=O)NC1CCCCC1C (stereo unspecified)	-10.1	x	x	-0.2	0.7	-1.0	0.3	i	-0.4	0.0
CCc1nnc(NC(=O)C2(C)COC(c3ccc(OC)cc3)OC2)s1 (stereo unspecified)	0.8	2.8	14.1	-0.7	-3.6	-5.6	14.1	-1.4	0.0	1.1
Cc1cccc(-n2cc(-c3ccccc3)c3c(NN4CCOCC4)ncnc32)c1	-1.2	-0.5	13.6	-1.8	0.4	7.2	16.4	-0.2	-0.7	0.1
CC(C)C(=O)OC/C(O)=C(\C#N)c1nc2ccccc2[nH]1	2.6	0.9	11.1	-0.5	1.3	-2.4	0.6	-0.3	1.7	0.6
O=C1CN(C(=O)c2cc(Br)c(Br)s2)c2ccccc2N1	2.6	-0.9	30.9	-0.8	2.7	-27.9	5.5	-1.4	0.4	3.3
COc1cc(NC(=O)c2cccc3c2C(=O)N(C2CCCCC2)C3)cc(OC)c1OC	23.5	8.1	1.3	u	-4.0	-4.1	7.9	i	-0.6	0.3
COCCCn1c(C(=O)Nc2ccc3c(c2)OCO3)cc2c(=O)n3cccc(C)c3nc21	-2.6	x	x	x	-4.6	x	5.9	-0.8	0.0	1.5
COc1ccc(N(CC(=O)NCCSc2ccccc2)S(=O)(=O)c2ccccc2)cc1	-0.3	2.6	10.5	2.8	0.5	-3.9	45.5	i	2.6	-0.3
CC(C)CCNC(=O)Cc1ccc(Nc2nc(=S)[nH]c3ccccc23)cc1	2.6	2.6	21.8	0.7	4.2	-9.1	11.8	i	1.2	2.3
CC(=O)N1CCCN(Cc2cn(-c3ccc(C)cc3)nc2-c2ccc(F)cc2)CC1	-2.0	4.7	29.6	-0.7	0.8	-9.1	4.8	-0.3	0.1	1.4
COc1ccccc1NC(=O)CCC(=O)OC(C)C(=O)c1ccccc1 (stereo unspecified)	10.6	2.2	30.6	-1.3	3.5	-4.8	-8.5	-0.6	-2.5	2.5
CCCC(C)NC(C)C(=O)NC1CCCC1 (stereo unspecified)	-16.3	-4.9	-3.9	-0.1	-6.2	-0.7	-5.1	-0.2	-1.6	x

Reprinted from the part before: 2 compounds, followed by the next part.
SMILES	CCHF vOTU inh	SARS 3CLpro inh	DUSP3 inh	PfHsp40 yeast	Anthrax LF inh2	SSB-PriA inh	Yp Topo-I inh	Vc quorum ag	BoNT-A LC inh2	TcdB inh
COc1ccccc1NC(=O)CCC(=O)OC(C)C(=O)c1ccccc1 (stereo unspecified)	10.6	2.2	30.6	-1.3	3.5	-4.8	-8.5	-0.6	-2.5	2.5
CCCC(C)NC(C)C(=O)NC1CCCC1 (stereo unspecified)	-16.3	-4.9	-3.9	-0.1	-6.2	-0.7	-5.1	-0.2	-1.6	x
COC(=O)c1ccccc1NC(=O)CSc1nccn1C	0.3	0.7	-9.7	-0.6	-4.9	-5.9	1.6	i	-1.0	x
CC1CCCCN1CCCNC(=O)CCCN1C(=O)c2cccnc2Sc2ccccc21 (stereo unspecified)	x	-1.9	64.8	0.2	2.0	-3.7	6.0	12.5	0.9	x
Cc1cccc(CNC(=O)c2sc(=O)n(Cc3ccc(S(C)(=O)=O)cc3)c2C)c1	-6.7	x	x	x	-4.9	x	5.8	i	-0.2	0.9
Cc1cc(C)nc(/N=C(\N)Nc2ccc(C)c([N+](=O)[O-])c2)n1	13.1	-1.1	27.2	-0.5	-0.1	x	7.2	-0.3	-0.8	x
O=C(COC(=O)CNS(=O)(=O)/C=C/c1ccccc1)Nc1cccc2ccccc12	-0.2	8.2	6.0	0.8	-0.2	2.8	14.5	1.1	0.3	x
Cc1nc2ccc([N+](=O)[O-])cc2nc1C	9.4	-0.3	40.5	-0.4	-2.7	1.8	-1.8	i	-0.8	-0.5
Cc1cc(/C=C2/SC(=O)NC2=O)c(C)n1-c1ccc(N2CCOCC2)cc1	-6.8	7.6	1.7	0.5	-6.5	-0.9	-5.0	-1.7	-1.6	x
COc1ccccc1NC(=O)N(Cc1ccccc1)c1ccccn1	12.5	1.5	5.6	1.6	1.0	-27.0	26.1	1.0	0.5	x
O=C(O)c1ccccc1C(=O)NNC(=O)C(c1ccccc1)c1ccccc1	3.0	4.8	22.6	-0.7	-1.2	9.2	4.3	-1.6	1.3	-0.7
O=C(N/N=C/c1cc(Cl)cc([N+](=O)[O-])c1O)C1CC1	11.1	1.5	18.6	-0.1	-10.0	x	-2.1	-0.4	-0.1	1.4
O=C(CCNS(=O)(=O)c1ccccc1F)N1CCN(C(c2ccccc2)c2ccccc2)CC1	3.6	x	x	0.4	1.2	-8.2	7.0	2.4	1.4	2.2
CN1CCSc2ccc(C(=O)NCc3cccc(F)c3)cc21	-98.3	-3.1	-2.4	-0.3	-6.0	9.1	-3.1	1.8	0.1	-0.6
O=S(=O)(Nc1ccc2c(c1)OCO2)c1cccc(Br)c1	4.9	x	x	1.5	6.9	4.3	-0.3	-2.5	-1.8	1.6
O=C(O)/C=C/c1nc(-c2ccccc2)n2ccccc12	-10.1	-4.3	-8.8	0.6	2.7	-2.8	0.0	-0.3	7.1	x
O=S(=O)(c1ccc2nc(N3CCN(c4ccccc4F)CC3)ccc2c1)N1CCCCC1	14.3	-1.9	-5.0	-0.1	-0.7	-9.0	-3.4	0.9	-1.8	2.4
CCO[C@@H]1OC(C(=O)O)=C[C@H](C)[C@H]1CCCO	8.4	-0.3	13.9	-1.7	0.2	-2.4	-7.3	-0.9	-0.2	0.9
Cc1ccc(S(=O)(=O)CC(=O)Nc2sc(C)c(C)c2C(N)=O)cc1	-2.1	x	x	-0.7	-0.6	-12.8	-1.4	0.3	1.9	2.9
CN=C1S/C(=C\c2cn(CC(=O)OC)c3ccccc23)C(=O)N1C	3.9	5.8	20.4	-1.4	1.2	2.8	12.2	i	0.4	x
CCOC(=O)C1CCN(C(=O)COC(=O)COc2ccc(Cl)cc2)CC1	-10.9	1.6	37.1	0.4	-4.6	2.9	-13.6	0.0	0.2	x
O=c1ccc(NS(=O)(=O)c2ccccc2Cl)cn1Cc1ccc(Cl)c(Cl)c1	2.9	1.1	9.3	-1.6	-0.7	-0.1	-1.6	6.7	-0.1	x
CCCCN(C)Cc1c(C)[nH]c2c(ccc3ccccc32)c1=O	-5.0	2.8	-3.3	0.9	-11.0	-1.4	-2.7	i	-1.1	0.2
CCOC(=O)C1(C)CCN1C(=O)c1cc(C)oc1C (stereo unspecified)	-7.4	x	x	x	-7.2	x	-5.5	-0.2	-0.1	-0.7
CC(C)Cn1nc(C(=O)OCC(=O)NCC(F)(F)F)c2ccccc2c1=O	-7.5	0.1	14.0	0.7	7.5	-2.1	-2.6	-0.9	-1.3	2.5
CC(C)c1ccc(NC2CCCN(C(=O)CCCn3cncn3)C2)cc1 (stereo unspecified)	3.2	0.6	22.9	0.0	-2.2	-2.0	2.9	-0.8	-1.6	2.8
CCC(C)Sc1ccc(-c2nc3ccc(C)cn3c2NCc2ccccc2)cc1 (stereo unspecified)	-4.0&-15.6	x	x	0.1	-13.6&0.8	2.6	23.7	0.6	-0.2&-1.5	0.2&-1.8
Cn1c(N)c(C(=O)CSc2nnc(C3CC3)n2Cc2ccccc2)c(=O)[nH]c1=O	-4.9	x	x	-0.6	-2.9	-1.4	1.3	i	-1.9	2.1
Cc1ccc(NC(=O)CSc2nccn2Cc2ccco2)cc1	-2.1	2.2	6.5	-0.4	x	-4.5	8.1	-0.3	x	1.6
O=C(Cc1c(F)cccc1Cl)N/N=C/c1cccnc1	-4.7	-1.3	17.5	-0.8	7.9	x	16.9	-3.1	-0.1	-2.4
CCOc1c(Br)cc(/C=C2\C(=O)N(CCC#N)N=C2C)cc1OC	26.9	-4.4	0.9	-1.8	-4.4	-5.2	0.0	i	-1.2	x
O=C(CSc1nc2ccccc2n1CC(=O)N1CCCC1)N1CCN(C(=O)c2ccco2)CC1	-11.6	-1.0	7.5	-0.8	-3.4	-2.5	-9.0	-3.6	0.7	x
NC(c1csc(Nc2ncccn2)n1)c1ccccc1Cl (stereo unspecified)	11.3	x	x	x	-3.4	x	1.5	-0.2	-1.1	-7.4
COc1ccc(C(=O)Nc2cccc(C(C)=O)c2)cc1OC	-3.5	-4.3	2.8	0.5	1.3	-10.0&-26.3	2.0	-2.9	4.0	x
COc1ccc(-c2ccc(CCC(=O)O)n2NC(=O)c2cccs2)cc1	-1.4	0.2	-4.8	0.2	5.0	-0.6	-6.0	i	-1.7	x
Cc1ccc2nc(NCCCO)[nH]c2c1	-3.3	-4.3	x	-0.9	1.3	-5.7	-5.8	-0.3	1.6	x
CCCCn1c(N)c(N(CCOC)C(=O)COc2ccc(Cl)cc2)c(=O)[nH]c1=O	3.6	-2.9	40.7	-2.7	5.8	-10.4	13.9	-0.2	-1.5	1.1
CCC(C)c1ccc(O)c(NC(=O)c2cccnc2)c1 (stereo unspecified)	5.9	-1.8	-1.8	-1.7	1.1	-8.8	-0.3	7.1	-1.5	x
CN1CCc2c(sc(N)c2C(N)=O)C1	-6.1	-6.1	10.8	0.0	-0.8	-16.0	-4.0	-5.6	0.6	x
Cc1cccc(CSCCNC(=O)Nc2ccccc2)c1	-10.8	-2.5	-4.8	3.7	1.2	0.5	4.4	0.0	-1.2	x
COCCN(CCOC)S(=O)(=O)c1ccc(C(=O)Nc2nc(-c3ccccc3)c(C(=O)c3ccccc3)s2)cc1	-21.5	6.7	-10.0	-2.0	-3.4	-2.8	14.7	i	-1.4	1.5
Cc1ccccc1NC(=O)CCC(=O)OCC(=O)c1cccc([N+](=O)[O-])c1	-2.5	2.0	31.2	0.0	-2.1	-11.1	-0.2	-0.3	0.1	0.6

Only part of the results is shown, so the mix of outcomes need not match the whole.
